KLK5 inh – human KLK5 protease inhibitors, primary screen, biochemical, 1536-well. Kallikrein-5 (Homo sapiens), Q9Y337. recombinant hK5, fluorogenic AMC substrate cleavage. 0.59% of 210,000 active. inhibition, % at 5 µM. AID 873, 2007;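 active means inhibition of 40% or more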;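 further: 0% = enzyme controls without compound and 100% = no-enzyme blanks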
Target sequence (Q9Y337 67-293 limits assumed): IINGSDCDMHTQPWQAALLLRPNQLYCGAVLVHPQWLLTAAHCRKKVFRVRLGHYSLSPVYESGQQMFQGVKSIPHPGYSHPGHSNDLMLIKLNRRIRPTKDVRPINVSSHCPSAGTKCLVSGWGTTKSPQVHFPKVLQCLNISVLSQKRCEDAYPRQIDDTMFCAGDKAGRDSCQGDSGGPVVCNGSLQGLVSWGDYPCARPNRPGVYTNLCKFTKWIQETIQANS
14-3-3 Bad inh – inhibitors of 14-3-3 zeta/Bad binding, primary screen, biochemical, TR-FRET, bovine 14-3-3 zeta | AID 781, 2007 | TR-FRET 14-3-3zeta/Dy647-pBad peptide displacement, 1 h | 14-3-3 protein zeta/delta (Bos taurus), P63103 | 0.71% of 220,000 active | inhibition, % at 21.7 µM;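 active means inhibition above about 70%, limit read from the data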;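 further: 0% = full 14-3-3 plus peptide FRET controls and 100% = background without 14-3-3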
Wee1 degr inh – Wee1 degradation inhibitors, primary screen, cell-based, HeLa, Wee1K328M-luciferase, luminescence; AID 1321, 2008; reporter increase, % at 5 µM; HeLa Luc-Wee1K328M stability; 100% = proteasome inhibitor MG132 effect; Wee1-like protein kinase (Homo sapiens), P30291; 1.2% of 220,000 active;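 active means activation above the mean of all tested compounds plus 3 SD, set per screening run, cut at about 8.8% in these data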;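 further: cells exposed to compound for 20 h before luminescence read; 0% = DMSO alone and 100% = MG132 at 30 µM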
FXIIa inh – human FXIIa protease inhibitors, primary screen, biochemical, 1536-well; inhibition, % at 5 µM; purified FXIIa, Boc-QGR-AMC fluorogenic substrate, 2 h; AID 800, 2007; 0.3% of 220,000 active; Coagulation factor XII (Homo sapiens), P00748; in the data active means inhibition above about 40%;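 further: 0% = enzyme with no compound and 100% = blank without enzyme; many of its hits are not listed in these tables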
Target sequence (P00748 20-372 limits assumed): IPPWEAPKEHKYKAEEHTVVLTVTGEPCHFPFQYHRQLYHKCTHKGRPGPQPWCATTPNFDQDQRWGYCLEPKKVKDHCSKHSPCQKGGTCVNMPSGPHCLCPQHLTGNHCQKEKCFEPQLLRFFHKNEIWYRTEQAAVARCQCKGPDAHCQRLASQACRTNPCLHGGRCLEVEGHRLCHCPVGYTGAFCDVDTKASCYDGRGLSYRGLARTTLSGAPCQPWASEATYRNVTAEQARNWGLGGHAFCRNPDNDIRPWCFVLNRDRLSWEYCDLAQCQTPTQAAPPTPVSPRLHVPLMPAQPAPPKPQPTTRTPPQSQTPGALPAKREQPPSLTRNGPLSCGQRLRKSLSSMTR
Target sequence (P00748 373-615 limits assumed): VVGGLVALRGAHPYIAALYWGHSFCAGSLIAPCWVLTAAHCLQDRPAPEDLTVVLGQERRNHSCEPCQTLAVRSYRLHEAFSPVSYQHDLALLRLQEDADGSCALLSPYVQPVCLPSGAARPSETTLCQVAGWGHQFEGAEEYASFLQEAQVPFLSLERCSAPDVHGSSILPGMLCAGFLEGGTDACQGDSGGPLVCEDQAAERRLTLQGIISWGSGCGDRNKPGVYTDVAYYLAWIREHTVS
Thrombin inh – human alpha-thrombin inhibitors, primary screen, counter-screen for coagulation protease inhibitor project, biochemical, 1536-well, fluorogenic AMC substrate | inhibition, % at 5 µM | 0.26% of 220,000 active | Prothrombin (Homo sapiens), P00734 | AID 1046, 2008 | Boc-VPR-AMC fluorogenic substrate cleavage;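 active means inhibition at or above 40%; inactive means inhibition below 40%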;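 further: 0% = enzyme with no compound and 100% = wells without enzyme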
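System: human alpha-thrombin protein; Compound dosing: one concentration per compound, 5 µM, with 0.2% DMSO; Timing: reaction at room temperature; Technique: AMC fluorescence, 355/460 nm; Controls: enzyme without compound as high, wells lacking enzyme as low.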
FXIa inh – human FXIa protease inhibitors, primary screen, biochemical, 1536-well; purified FXIa, Boc-Glu-Ala-Arg-AMC fluorogenic substrate; inhibition, % at 5 µM; 0.14% of 220,000 active; AID 798, 2007;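 active means inhibition of at least 40%; inactive means inhibition below 40%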;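 further: fluorescence of freed AMC excited at 355 nm; 0% = enzyme without compound and 100% = no enzyme blank; many of its hits are not listed in these tables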
Hck-Nef inh – inhibitors of Nef-activated human Hck kinase, primary screen, biochemical, Z-Lyte FRET, 384-well, Hck-YEEI. Recombinant Hck-YEEI plus Nef, Z-Lyte FRET kinase assay. inhibition, % at 20 µM. 0.68% of 220,000 active;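 active means Hck-Nef kinase inhibition above about 50%, limit read from the data; inactive means inhibition below that limit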;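 further: 0% = DMSO with Hck plus Nef and 100% = Hck alone without Nef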
Runt-SMMHC FRET – inhibitors of RUNX1 Runt–CBFb-SMMHC binding, primary screen, biochemical, FRET, Cerulean-Runt, Venus-CBFb-SMMHC, uHTS; Runt-related transcription factor 1 (Homo sapiens) + Core-binding factor subunit beta …; Cerulean-Runt/Venus-CBFb-SMMHC FRET ratio 530/480, 1 h; inhibition, % at 20 µM; 0.74% of 220,000 active; AID 1434, 2008;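 active means mean inhibition across duplicate retests at 20 µM reaching about 50%, limit read from the data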;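 further: 0% = DMSO wells and 100% = wells with excess untagged CBFb-SMMHC; inhibitors lower the FRET ratio by blocking Runt binding to CBFb-SMMHC; some results filed as inactive read as strong as hits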
Runt-CBFb FRET – inhibitors of RUNX1 Runt–CBFb binding, primary screen, biochemical, FRET, Cerulean-Runt, Venus-CBFb, uHTS | AID 1496, 2009 | 0.46% of 220,000 active | Runt-related transcription factor 1 (Homo sapiens) + Core-binding factor subunit beta … | Cerulean-Runt/Venus-CBFb FRET ratio 530/480, 1 h | inhibition, % at 20 µM;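 active means inhibition over about 50% at 20 µM in the single-dose screen, limit read from the data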;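 further: 0% = DMSO wells and 100% = excess unlabeled CBFb competitor control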
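Reagent – Venus-CBFb binding partner, 100 nM · Assay system – Cerulean-tagged RUNX1 Runt domain (FRET donor) fusion protein · Input – 100 nM per protein · Incubation – two 1 h room-temperature incubations shielded from light · Measured by – FRET fluorescence · Medium – Tris buffer pH 7.5 with salts and BSA · Benchmarks – unlabeled CBFb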
Active calls of the source: *; x = no result given; [ ] = another dose, or the depositor's remark. Outcome played no part in choosing rows; overall some 4.2% were active at least once.

SMILES,KLK5 inh,FXIIa inh,Runt-CBFb FRET,Wee1 degr inh,FXIa inh,Hck-Nef inh,Thrombin inh,14-3-3 Bad inh,Runt-SMMHC FRET
CCOC(=O)/C(=C/C=C1\Sc2cc(C)c(C)cc2N1CC)C(C)=O,14,13,-1,0,7,11,0,-8,-86
Cc1nc2ncc(Br)cc2[nH]1,-7,8,2,1,3,4,-2,3,3
Nc1ccc(-c2cc(-c3cccc(N)c3)nc(-c3ccccc3)n2)cc1,-13,-2,-1,6,0,2,-20,7,6
O=C(N/N=C/c1ccc([N+](=O)[O-])o1)c1cccc(S(=O)(=O)N2CCOCC2)c1,2,9,-2,-1,2,18,-3,3,-9
Cc1cccc(NC(=O)C2CC(=O)NC(Nc3nc4ccccc4s3)=N2)c1 (centres undefined),-8,5,1,-3,6,4,-2,11,0
COCCNC(=O)CSc1nc2ccccc2c(=O)n1CC1CCCO1 (centres undefined),36,17,1,1,4,0,0,9,-2
Cc1ccccc1CSc1nnc(-c2ccccn2)n1C,3,10,2,2,4,12,3,5,0
O=C(COC(=O)C1(c2ccc(F)cc2)CCCC1)N1CCN(C(=O)c2ccco2)CC1,-13,-5,-1,-3,-9,2,1,-5,1
O=c1[nH][nH]c(=O)c2cc(N3CCCC3)ccc12,-11,7,6,1,2,2,3,7[fluorescence artefact?],-2
c1ccc(CCCNCC2COc3ccccc3O2)cc1 (centres undefined),-1,5,-1,-5,1,19,-4,-2,-1
O=C(NCc1ccccc1)c1ccc(-c2ccc(F)cc2)o1,1,25,0,1,14,3,-1,4,4
COc1cc(C(=O)Nc2nc3ccc4nc(C)sc4c3s2)cc(OC)c1OC,2,9,x,4,-5,2,-3,8,2
CCN(CC)CCn1c2ccc(F)cc2c2nc(C)sc21,11,14,-1,3,2,-17,0,27,2
Cc1sc(NC(=O)C2CCCCC2)c(C#N)c1-c1ccccc1,-5,8,2,3,3,1,-5,-8,-4
C=CCCCCCCCCc1nc(SCC(C)=O)n[nH]1,-1,4,-3,1,-1,18,-7,-5,-3

Reprinted from the part before: two entries, followed by the next part.
SMILES,KLK5 inh,FXIIa inh,Runt-CBFb FRET,Wee1 degr inh,FXIa inh,Hck-Nef inh,Thrombin inh,14-3-3 Bad inh,Runt-SMMHC FRET
Cc1sc(NC(=O)C2CCCCC2)c(C#N)c1-c1ccccc1,-5,8,2,3,3,1,-5,-8,-4
C=CCCCCCCCCc1nc(SCC(C)=O)n[nH]1,-1,4,-3,1,-1,18,-7,-5,-3
CCN1C(=O)CC(N2CCC(Nc3ccc(OC)cc3)CC2)C1=O (centres undefined),9,19,4,-2,3,0,2,-7,5
Cc1ccc(C(=O)CNc2cccc([N+](=O)[O-])c2)cc1,-3,-3,-11,4,5,26,-5,-4,-46
NC(=O)c1ccc(NC(=O)COc2ccc([N+](=O)[O-])cc2Cl)cc1,3,10,-1,-2,7,-2,-6,8,1
COc1ccccc1C(=O)Nc1nnc(-c2ccc(Cl)cc2)o1,9,13,1,x,6,31,22,-10,0
O=[N+]([O-])c1ccccc1S(=O)(=O)N1CCN(Cc2cc3c(cc2O)OCO3)CC1,4,14,1,4,4,-6,1,-4,-1
O=C(COC(=O)c1ccccc1F)Nc1cc(S(=O)(=O)N2CCOCC2)ccc1N1CCCC1,-4,4,-77,2,-3,-3,34,8,0
COc1cc2nc(N(C)CCCNC(=O)C3CCCO3)nc(N)c2cc1OC (centres undefined),x,x,2,-1,x,x,x,33,-3
Cc1nc2ccc(S(=O)(=O)NCC(=O)N(C)Cc3ccccc3)cc2s1,-7,9,0,-1,-4,24,-17,-10,2
COc1ccccc1NC1=C(N2CCCCC2)C(=O)c2ccccc2C1=O,-14,6,5,-1,1,2,-1,-4,4
Cc1nc2c3ccccc3nc(NNC(=O)CCC(=O)NC(C)C)n2n1,-15,8,1,1,7,2,0,-11[fluorescence artefact?],0
O=C(COC(=O)c1ccc(O)cc1)Nc1nccs1,-5,-1,-1,3,-2,-13,-6,-6,3
CCOc1ccccc1NC(=S)N1CCCc2ccccc21,-5,3,0,1,-9,22,-1,-21,2
CCN(CC(=O)Nc1ccc(C(=O)OC)cc1)Cc1ccccc1,-6,10,1,4,0,2,6,51,-4
CCCCNC(=S)Nc1ccc2[nH]c(=O)[nH]c2c1,1,11,8,0,0,0,1,-12,-2
COc1ccc(NC(=O)N2CCn3c2nc2ccccc23)cc1,-9,7,-2,-2,-1,-1,-4,2,1
O=C(c1cn(-c2ccccc2)nc1-c1ccccc1)N1CCN(c2ccccn2)CC1,-1,7,0,4,1,2,-1,-3,-4
C=CCOC(=O)C(C#N)c1nc2ccccc2nc1N1CCC(C(=O)OCC)CC1 (centres undefined),14,19,-8,-2,-11,-2,3,5,-13
O=C(O)c1ccccc1SCc1cn2ccccc2n1,-10,7,0,4,4,2,-7,13,3
O=C(Cn1cnc2cc([N+](=O)[O-])ccc2c1=O)NCCc1ccc(F)cc1,2,8,2,-2,0,18,-2,-1,0
Cn1c(=O)[nH]c(=O)c2c1nc(N1CCCC1)n2CC(O)COc1ccccc1 (centres undefined),2,6,0,-2,5,3,-1,6,-10
O=C1NC[C@H](c2ccccc2)N(CCc2cccc3ccccc23)C1=O,3,8,-1,x,2,34,0,-3,1
COC(=O)c1ccc(NC(=O)CN(c2ccc(C)cc2)S(=O)(=O)c2c(C)n[nH]c2C)cc1,35,4,1,0,6,-1,5,-3,0
CC1CN(C(=O)c2cc([N+](=O)[O-])cc([N+](=O)[O-])c2)CC(C)O1 (centres undefined),4,11,x,1,2,39,1,-5,x
CCCNC(=O)c1c(C)cc(=O)oc1C,7,19,-1,0,5,-1,3,-4,-2
Cc1ccc(/C=N/Nc2ccc3c(C(F)(F)F)cc(C(F)(F)F)nc3n2)cc1,-27,7,-9,-1,2,1,0,-4,-147
CC1=C(C)/C(=N/OC(=O)c2cccc([N+](=O)[O-])c2)C=CC1=O,0,30,-2,-2,11,8,3,1[fluorescence artefact?],-2
CC(C)CCC(CC(C)O)c1n[nH]c(=S)n1-c1ccccc1 (centres undefined),-18,7,10,-2,7,0,0,4,4
CCC1CCCCN1C(=O)CSc1nnc(CNC(=O)COc2ccc(Cl)cc2)o1 (centres undefined),4,5,2,0,-1,13,9,-3[fluorescence artefact?],-3
COc1cc(C2c3c(-c4ccccc4)n[nH]c3C(=O)N2c2ccccc2)ccc1O (centres undefined),-30,13,2,-2,5,4,1,-7,-1
O=c1c(-c2ccccc2)c(O)nc2ccccn12,3,10,-1,-2,9,1,4,24,5
C=C(C)c1cccc(C(C)(C)NC(=O)N(C)C2CCN(C)CC2)c1,5,10,0,-3,0,15,-15,5,2
O=C1CC(c2cccs2)CC(O)=C1C=NCCN1CCNCC1 (centres undefined),-34,26,-2,0,15,2,1,3,-2
CNCC(O)CN1CCN(c2ccccc2OC)CC1 (centres undefined),-1,2,1,5,-4,17,-4,29,1
O=[N+]([O-])c1ccc(N2CCOCC2)cc1NCCCO,-1,15,-1,4,2,32,-5,-9,-8
Cn1ncc2nc[nH]c(=O)c21,-15,0,0,2,1,0,-6,-13[fluorescence artefact?],4
CCNC(=O)N1c2ccc(OCC)cc2C(C)=CC1(C)C,-21,9,3,-2,4,3,-1,-10,4
O=C(Nc1ccc(OC(F)(F)F)cc1)C1=NCCN1,-9,8,0,0,1,-1,-2,-6,3
COc1cccc(CNc2nc3ccccc3n2CCN2CCCCC2)c1,-6,8,0,-2,2,3,3,1,-2
Cn1nc(C(F)(F)F)c(C(=O)Nc2ccc(F)cc2F)c1Sc1cccc(C(F)(F)F)c1,-14,16,-1,-3,-1,0,-10,0,0
CC(=O)C1=C(C)NC(SCC(=O)c2ccccc2)=C(C#N)C1CC(C)C (centres undefined),-12,12,1,1,3,0,3,-2,1
Cc1cccc(C)c1OCC(=O)Nc1ccc(NC(=O)c2ccco2)cc1,-4,-1,-4,2,-5,18,-6,-6,1
O=C(CN1CCN(c2ccccn2)CC1)NC(=O)NC1CCCCC1,-12,23,-1,-1,8,0,7,-2[fluorescence artefact?],0
Cc1cccc2nc(CSc3ncccc3C(=O)O)cn12,19,21,0,0,9,-45,5,-4,-2

Screens: PubChem BioAssay, several laboratories
